From PubChem
14-3-3g Raf – modulators of human 14-3-3 gamma - Raf peptide interaction | FP, 14-3-3gamma / TMR-pS259-Raf peptide binding | inhibition, % at 40 µM | 160,000 compounds, 0.19% hits | AID 422; in the data active = inhibition above about 30%;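 note: 0% = protein plus tracer without compound and 100% = blank with tracer alone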
Target sequence (P61981 whole entry, looked up): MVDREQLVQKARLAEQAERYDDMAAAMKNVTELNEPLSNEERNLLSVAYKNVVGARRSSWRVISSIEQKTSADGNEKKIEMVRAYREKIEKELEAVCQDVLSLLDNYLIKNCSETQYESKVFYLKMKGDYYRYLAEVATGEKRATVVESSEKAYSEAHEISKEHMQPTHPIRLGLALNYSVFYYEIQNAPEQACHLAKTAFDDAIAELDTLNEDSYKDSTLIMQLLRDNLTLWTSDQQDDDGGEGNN
* = called active by the depositor; & = joins results of further samples. A portion of the library; rates above refer to the full screens.

nr	14-3-3g Raf	Structure
1	2	COc1ccc2c(c1)sc(=NC(=O)c1ccc(S(=O)(=O)N3CCCC(C)C3)cc1)n2C (stereo not drawn)
2	-9	COc1ccc(-c2nn(C)c(=O)c3ccccc23)cc1NC(=O)c1ccc(Cl)cc1
3	3	CC(C)N(Cc1nc(-c2ccccc2)no1)C(=O)Cc1ccccc1
4	-1	CCCCSCCCNC(=O)CS(=O)Cc1nc(-c2cccc(C)c2)oc1C (stereo not drawn)
5	5	Cc1nc2c(n1C)C(=O)c1ccccc1C2=O
6	-4	O=C(Nc1ccc2c(c1)OCCO2)c1cc2ccccc2o1
7	-4	Cc1ccccc1-n1c(Cn2c(=O)sc3ccccc32)nnc1SCC(=O)NCC1CCCO1 (stereo not drawn)
8	1	O=C(CC1Oc2ccccc2NC1=O)NC1CC1 (stereo not drawn)
9	0	Cc1c(C(=O)N2CCC(C)CC2)sc2ncnc(N3CCN(c4ccccc4F)CC3)c12
10	-6	CN(c1ccccc1)S(=O)(=O)c1ccc(C(=O)N=c2sc3cc([N+](=O)[O-])ccc3n2C)cc1
11	-3	COCCOC(=O)C1=C(N)OC2=C(C(=O)CCC2)C1c1cccc([N+](=O)[O-])c1 (stereo not drawn)
12	8	Nc1nonc1-n1nnc(C(=O)c2ccccc2)c1-c1ccccc1
13	4	CC1(C)NC(C)(C)c2nonc2/C1=N\O
14	4	c1ccc(CSCCSc2nc3ccccc3s2)cc1
15	-3	CCOc1ccc(NC(=O)c2c(O)c3cccc4c3n(c2=O)CC4)cc1
16	2	Cc1[nH]c(=S)[nH]c(=O)c1C(C)C
17	-3	Cc1ccc(NC(=O)c2oc(=O)c3ccccc3c2-c2ccccc2)cc1
18	-1	CCOC(=O)c1ccc(NC(=O)c2ccc3c(c2)OCCO3)cc1
19	5	CC(=O)N1N=C(c2ccc(C)cc2)CC1c1cc2cc3c(cc2nc1Cl)OCO3 (stereo not drawn)
20	-1	COc1ccc(S(=O)(=O)CCC(=O)N(C)c2cc(C)ccc2C)cc1
21	-1	CCCCOC(=O)C1=C(C)NC2=C(C(=O)CC(C)(C)C2)C1c1cccc(Br)c1 (stereo not drawn)
22	-7	CCOC(=O)c1c(NC(=O)CSc2nc3c(c(=O)n(C)c(=O)n3C)n2C(C)C)sc(C)c1C
23	-1	O=[N+]([O-])c1ccc2nc(SCc3cn4ccccc4n3)[nH]c2c1
24	10	O=C(OCC(=O)c1ccc([N+](=O)[O-])cc1)C(=O)OCC(=O)c1ccc([N+](=O)[O-])cc1
25	-10	C[C@H](NC(=O)OC(C)(C)C)c1nnc(SCC(=O)Nc2ccc(Br)cc2)o1

Gathered by group: the compounds so far with two or more sulfur atoms.
nr	14-3-3g Raf	Structure
1	2	COc1ccc2c(c1)sc(=NC(=O)c1ccc(S(=O)(=O)N3CCCC(C)C3)cc1)n2C (stereo not drawn)
4	-1	CCCCSCCCNC(=O)CS(=O)Cc1nc(-c2cccc(C)c2)oc1C (stereo not drawn)
7	-4	Cc1ccccc1-n1c(Cn2c(=O)sc3ccccc32)nnc1SCC(=O)NCC1CCCO1 (stereo not drawn)
10	-6	CN(c1ccccc1)S(=O)(=O)c1ccc(C(=O)N=c2sc3cc([N+](=O)[O-])ccc3n2C)cc1
14	4	c1ccc(CSCCSc2nc3ccccc3s2)cc1
22	-7	CCOC(=O)c1c(NC(=O)CSc2nc3c(c(=O)n(C)c(=O)n3C)n2C(C)C)sc(C)c1C

Copied from the list.
14-3-3g Raf, no. 24 reads 10
14-3-3g Raf, no. 7 reads -4
14-3-3g Raf, no. 5 reads 5
14-3-3g Raf, no. 17 reads -3

The main list resumes, repeating the 2 entries before the break.
nr	14-3-3g Raf	Structure
24	10	O=C(OCC(=O)c1ccc([N+](=O)[O-])cc1)C(=O)OCC(=O)c1ccc([N+](=O)[O-])cc1
25	-10	C[C@H](NC(=O)OC(C)(C)C)c1nnc(SCC(=O)Nc2ccc(Br)cc2)o1
26	-9	CC1CC(C)(C)NC(=S)N1CCCC(=O)Nc1ccc2c(c1)OCO2 (stereo not drawn)
27	-6	Cc1ccccc1SCC(=O)NC1CCOC1=O (stereo not drawn)
28	-3	CCCC(C)C(=O)Nc1ccc(C(N)=O)cc1 (stereo not drawn)
29	4	Cc1nn(C)c(C)c1S(=O)(=O)N1CC=C(c2ccccc2)CC1
30	-5	COc1ccc(Br)cc1-c1noc(-c2ccncc2)n1
31	1	O=P(O)(OC(c1ccc(Cl)cc1)C(F)(F)F)c1ccccc1 (stereo not drawn)
32	-8	Cc1ccc(C(=O)O)cc1NC(=O)c1cc2c(ccc3ccccc32)oc1=O
33	8&-5	COc1ccccc1NC(=O)N1CCN(c2ccccc2F)CC1
34	-12	Cc1oc2c(cc(NS(=O)(=O)c3ccccc3)c3ccccc32)c1C(=O)OC(C)C
35	2	O=C(CCSCCC(=O)NCc1ccco1)NCc1ccco1
36	5	Cc1c(N)c(=O)n(-c2ccccc2)n1C
37	-7	Cc1cc(C)c(C)c(OCC(=O)NCc2nc(-c3ccccc3)no2)c1
38	2	CC1CCC2=NN(C(=O)COc3ccccc3)C(O)(C(F)(F)F)C2C1 (stereo not drawn)
39	-2	CCc1nnc(NC(=O)C2CCN(c3nc(C)cc(C)n3)CC2)s1
40	-3	O=C(NC1CC1)c1c[nH]c2ccc(S(=O)(=O)Nc3cccc(C(F)(F)F)c3)cc2c1=O
41	-1	O=C(NCCC1=CCCCC1)C1CCN(S(=O)(=O)c2cnc[nH]2)CC1
42	-6	CC1=C(C(=O)OCCc2ccccc2)C(c2ccc(N(C)C)cc2)NC(=O)N1 (stereo not drawn)
43	-15	CC(C)C(=O)NC(c1ccco1)c1c(O)ccc2ccccc12 (stereo not drawn)
44	-8	CC(=O)Nc1ccc2nc(NC(=O)COc3ccc(Cl)cc3)sc2c1
45	-8	COc1ccc(N2CC(O)=C(c3nc4ccccc4s3)C2=N)cc1
46	-17	c1ccc(CSc2ncn[nH]2)cc1
47	-1	Cc1oc(CC(C)C)cc1C(=O)NCCCC(=O)O
48	4	O=C(CSc1nnc(NC(=O)C2CCC2)s1)Nc1ccc(N2CCOCC2)cc1
49	0	CC(NC(=O)c1ccc(NS(C)(=O)=O)cc1)c1ccccc1 (stereo not drawn)
50	-1	O=C(NCc1ccccn1)c1cnc2sccn2c1=O
51	17	COc1cccc2cc(C(N)=O)c(=Nc3cc(C(F)(F)F)ccc3Cl)oc12
52	0	Cc1ccc2nc(-c3ccncc3)c(Nc3ccc4c(c3)OCCO4)n2c1
53	2	c1cnn(-c2nc(N3CCOCC3)nc(N3CCOCC3)n2)c1
54	-4	Cc1cccc(N2C(N)=C(C#N)C(C#N)(C#N)C2c2ccccc2)c1 (stereo not drawn)
55	0	Cn1cnnc1SCC(=O)NC(=O)NC1CCCC1
56	-8	O=C(NCCCN1CCCC1=O)c1ccc2c(c1)ncn2C1CCCCC1
57	-9	C=CCn1c(-c2ccc([N+](=O)[O-])cc2)csc1=Nc1cccc(C)c1C
58	9	CN(C)CCOC(=O)Cc1ccc(Cl)cc1
59	12	Nc1nnc(SCc2cc3c(cc2Cl)OCO3)s1
60	0	CCOC(=O)CSc1nnc(C(F)(F)F)o1
61	-3	Cc1ccc2[nH]c(=O)c(CN(CC3CCCO3)C(=O)c3ccco3)cc2c1 (stereo not drawn)
62	1	CCC(Sc1nc(=O)cc(N)n1CCc1ccccc1)C(=O)Nc1ccccc1C#N (stereo not drawn)
63	-12	COc1ccc(OC)c(S(=O)(=O)Nc2ccc(O)c3ccccc23)c1
64	4	O=S(=O)(NCc1cccnc1)c1cccc2nsnc12
65	-1	CCCOc1ccc(C2C(C(=O)OC(C)C)=C(C)NC3=C2C(=O)C(C(=O)OC)C(C)C3)cc1 (stereo not drawn)
66	-3	O=C(CSc1nc2ccccc2o1)Nc1ccccc1
67	-18	CC1CCN(S(=O)(=O)c2cccc(C(=O)Nc3ccccn3)c2)CC1
68	-3	CC(=O)c1ccc(NC(=O)C2CCCN2S(=O)(=O)c2cccc3cccnc23)cc1 (stereo not drawn)
69	-3	O=C1CC(c2ccccc2)CN1C(=O)c1ccccc1Cl (stereo not drawn)
70	-6	Cc1ccc(-c2nc3ccccc3c(=O)o2)cc1[N+](=O)[O-]
71	-1	CC(C)Cn1c(=O)c(C(=O)Nc2cnccn2)c(O)c2ccccc21
72	-6	Cn1c(SCc2ccccc2)nnc1-c1cccs1
73	-2	COc1ccc(NC(=O)c2cc3nc(-c4ccc(Cl)cc4)cc(C(F)(F)F)n3n2)cc1OC
74	4	CCN(C#N)c1nc(NC(C)C)nc(NC(C)C)n1
75	-10	COc1ccccc1N1CCN(CCC(=O)Nc2ccc3c(c2)OCO3)CC1

Among those listed so far, these contain a CF3 group:
nr	14-3-3g Raf	Structure
31	1	O=P(O)(OC(c1ccc(Cl)cc1)C(F)(F)F)c1ccccc1 (stereo not drawn)
38	2	CC1CCC2=NN(C(=O)COc3ccccc3)C(O)(C(F)(F)F)C2C1 (stereo not drawn)
40	-3	O=C(NC1CC1)c1c[nH]c2ccc(S(=O)(=O)Nc3cccc(C(F)(F)F)c3)cc2c1=O
51	17	COc1cccc2cc(C(N)=O)c(=Nc3cc(C(F)(F)F)ccc3Cl)oc12
60	0	CCOC(=O)CSc1nnc(C(F)(F)F)o1
73	-2	COc1ccc(NC(=O)c2cc3nc(-c4ccc(Cl)cc4)cc(C(F)(F)F)n3n2)cc1OC

Other records:
nr	14-3-3g Raf	Structure
76	-15	CCc1cccc(N=c2oc3c(C)ncc(COC(C)=O)c3cc2C(=O)Nc2ccccc2)c1
77	5	Cc1ccc(Nc2nc(-c3ccc([N+](=O)[O-])cc3)nc3ccccc23)cc1C
78	0	Cc1cccc(N2CC(C(=O)O)CC2=O)c1 (stereo not drawn)
79	1	CC(c1ccccc1)C1C(C#N)=C(N)SC(N)=C1C#N (stereo not drawn)
80	2	O=C(N1CCN(c2ccc([N+](=O)[O-])cc2)CC1)N1c2ccccc2Sc2ccccc21
81	-18	Cc1ccc(OCCn2c(SCC(N)=O)nc3ccccc32)cc1
82	-22	COc1cccc(NS(=O)(=O)c2cc(C(=O)O)ccc2NCCc2ccc(Cl)cc2)c1
83	-2	CC(C)(C)C1CCc2c(sc3nc(-c4ccccc4F)oc(=O)c23)C1 (stereo not drawn)
84	4	CC(=O)NCCn1c(SCC(=O)NC2CCCC2)nc2ccccc2c1=O
85	-7	CC(C)(C)Nc1cccccc1=O
86	6	CS(=O)(=O)N(CC(=O)NC1CCCCC1)c1cc(C(F)(F)F)ccc1Cl
87	3	CCOC(=O)C(CC)(CCC(=O)O)c1csc(N)n1 (stereo not drawn)
88	-7	O=C(C1CCC(CNS(=O)(=O)c2cccc3cccnc23)CC1)N1CCCC1 (stereo not drawn)
89	-2	C=CCS/C(=N\n1cnc2ccccc2c1=O)N1CCCCC1
90	-2	CC(=O)Nc1ccc(S(=O)(=O)NCC2CCC(C(=O)NCCC(C)C)CC2)cc1 (stereo not drawn)
91	-6	Cc1nn(C(=O)c2ccco2)c(C)c1Sc1ccccc1
92	-2&-8	CCOc1ccc(N=C2SC(C(=O)O)CC(=O)N2C)cc1 (stereo not drawn)
93	-3	CCc1ccc(OC(=O)c2ccn(CC)n2)cc1
94	0	COC(=O)c1cn(C(=O)c2cc(OC)cc(OC)c2)nc1N
95	2	COC(=O)C1=C(C)N(C)C(C)=C(C(=O)OC)C1c1cccs1
96	-26	CC1CCN(S(=O)(=O)c2ccc3nc(-c4ccccn4)cc(C(=O)NC(C)c4ccccc4)c3c2)CC1 (stereo not drawn)
97	5	CCc1c(-c2ccccc2)n(CCc2ccccc2)c2nc3c(c(=O)n(C)c(=O)n3C)n12
98	-6	C#CCOc1ccc2c(c1)c(C(=O)OCC)c(C)n2-c1ccc(OC)cc1
99	4	COC(=O)C(C)Sc1nc2c(c(=O)[nH]c(=O)n2C)n1Cc1ccccc1Cl (stereo not drawn)
100	3	Cc1cccc(N2CC(C(=O)OCC(=O)Nc3ccccc3C(F)(F)F)CC2=O)c1C (stereo not drawn)
101	-5	O=C(c1ccc(F)cc1)N1c2ccccc2Sc2ccccc21
102	-13	COc1ccc(N2CCN(C(=O)CSc3nc4cc(OC)c(OC)cc4cc3C#N)CC2)cc1
103	1	CC(C(=O)c1ccc(-c2ccccc2)cc1)[n+]1ccc2ccccc2c1 (stereo not drawn)
104	-8	O=C(Nc1ccccn1)C1CCN(S(=O)(=O)c2cccs2)CC1
105	-13	O=C(CCOc1ccccc1)Nc1ccccc1F
106	0	CC(=O)c1coc2ccc(OCCN3CCCCC3)cc12
107	2	O=C(CN1C(=O)c2cccc([N+](=O)[O-])c2C1=O)Nc1nc(-c2ccccc2)cs1
108	-10	CC(=O)Nc1cc(C(=O)NCCc2ccc(C)cc2)ccc1Sc1ccc(Cl)cc1
109	-3	COc1ccc(OCCNC(=O)c2ccccc2OCC(=O)N2CCCCC2)cc1
110	-9	CC(=O)c1ccc(S(=O)(=O)N2CCN(CC#N)CC2)cc1
111	-5	CCOC(=O)C1=C(C)Nc2nc(SCc3ccccc3)nn2C1c1ccc(C#N)cc1 (stereo not drawn)
112	-2	CC1=C(C(=O)Nc2ccccc2F)C(c2ccccc2C)C2=C(CC(c3ccccc3)CC2=O)N1 (stereo not drawn)
113	1	Cc1ccc(S(=O)(=O)NC(O)C(=O)c2cccs2)cc1 (stereo not drawn)
114	-14	CCC(=NCCc1ccccc1)C1=C(O)CCC1=O
115	0	CCOC(=O)CCc1c(C)c2c(C)nn(-c3ccccc3)c2[nH]c1=O
116	2	CCCOc1ccc(C2C(C(=O)OC)=CN(CCOC)C=C2C(=O)OC)cc1
117	-8	N#CCCN1CCN(c2ccc([N+](=O)[O-])cc2F)CC1
118	1	FC(F)(F)c1ccccc1CN1CCN(C2CCCCC2)CC1
119	-10	O=C1CCC(=O)N1OCCOc1ccc2c(c1)CCC2
120	-2	O=C(Oc1cccc(C(=S)N2CCCCC2)c1)c1ccc(Cl)cc1
121	-2	COc1cc(NC(=O)c2cc(-n3cnnc3)ccc2Cl)cc(OC)c1
122	-1	O=C(CS(=O)CC(=O)N(CC(=O)NC1CCCC1)C1CCCCC1)Nc1ccc(F)cc1 (stereo not drawn)
123	-14	Cc1cc2nc(Nc3nc(-c4ccccc4)cc(=O)[nH]3)nc(C)c2cc1C
124	-6	CC1CCC(C(=O)NC(C(=O)NCc2ccccn2)C(C)C)CC1 (stereo not drawn)
125	0	CCOC(=O)c1ccc2nc3c(cc2c1)CCS3
126	4	CCCCOc1ccc(NC(=O)CSCC(=O)OCC)cc1
127	1	O=C(NCc1ccc2c(c1)OCO2)c1ccc2snnc2c1
